# Screening results deposited in PubChem by National Center for Advancing Translational Sciences (NCATS).
# Menin MLL FP TR = menin-MLL binding inhibition, Texas Red mutant peptide. Potency, µM (top dose mostly 61.6 µM), for inactives: top-dose FP activity change, negative = inhibition, actives largely listed as inhibitors. Menin + Texas Red MLL mutant peptide, fluorescence polarization. AID 1768. 270,000 compounds, 0.23% hits. O00255; active means well fitted inhibition curve with a large enough effect in the polarisation, with a control signal flat, not every such curve was filed as active; inconclusive means small, poorly fitted or top-dose-only effect, or effect the other way, or a change in a side signal; inactive means no such curve, though single readings can be large or run the other way; the % refers to the polarisation; further: potency means the concentration at half of the fitted maximal effect; % of control where 0% means no effect; many of its hits are not listed in these tables
# CXXC DNA block = MLL CXXC-DNA interaction inhibition; Q03164; MLL-CXXC / FITC-HOXA9 DNA fluorescence polarization; Potency, µM (highest dose often 115 µM), for the others: at the top dose activity change, negative = inhibition, hits mostly inhibitors; 290,000 compounds, 0.037% hits; AID 2662; active means well fitted inhibition curve with a large enough effect in the polarisation, with a control signal flat, not every such curve was filed as active; inconclusive means small, poorly fitted or top-dose-only effect, or effect the other way, or a change in a side signal; inactive means no such curve, though single readings can be large or run the other way; the % refers to the polarisation; further: potency means the concentration at half of the fitted maximal effect
#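 Fluorescence polarization: 7 uM MLL-CXXC (stock) preincubated 5 min with compounds, then 50 nM fluorescein-HOX-A9 DNA (stock) added; 30 min ambient. Buffer 50 mM Tris-HCl pH 7.5, 50 mM NaCl, 1 mM DTT, 0.05% BSA.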
# PTAP TSG101 blk = blocks PTAP/TSG101 interaction to inhibit HIV-1 budding; Q99816; Fluorescence polarization, FITC-PTAP peptide / Tsg101 binding; Potency, µM (doses to about 115 µM), inactives show at the top dose activity change, negative = inhibition, usual class: inhibitors; 340,000 tested, under 10 active; AID 493005; active means well fitted inhibition curve with a large enough effect in the main read-out, with a control signal flat, not every such curve was filed as active; inconclusive means small, poorly fitted or top-dose-only effect, or effect the other way, or a change in a side signal; inactive means no such curve, though single readings can be large or run the other way; further: potency means the concentration at half of the fitted maximal effect; % of control where 0% means no effect
#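 Fluorescence polarization binding of Tsg101 binding domain (10 uM final) to FITC-labeled PTAP peptide (50 nM final) in HEPES pH 7.5 buffer with NaCl, Tween 20, EDTA, TCEP. Compounds added before peptide; binding 20 min at RT.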
# ASM inhibitor = inhibitors of human secretory acid sphingomyelinase; placental ASM, HMU-PC fluorogenic substrate, 60 min; Potency, µM (titrated, usually from 57.5 µM), inactives show at the top dose activity change, negative = inhibition, hits mostly inhibitors; 340,000 compounds, 0.006% hits; AID 504937; further: potency means the concentration at half of the fitted maximal effect
#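 Human placenta-derived ASM preincubated with compound 10 min at room temperature, then reacted with 9 uM (final) fluorogenic HMU-PC substrate for 60 min at 37 C. Stop solution raises pH to 10; fluorescence read at Ex 386/Em 447 nm.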
# Integrin act MD = activators of alpha7 integrin expression for muscular dystrophy | alpha7betagal myoblasts, beta-gal FDG fluorescence, 48 h | Potency, µM (highest dose often 38.3 µM), for the others: at the highest dose activation, actives largely listed as activators | 350,000 compounds, 0.064% hits;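 further: potency means the concentration at half of the fitted maximal effect; 100% = response of the positive control SU9516; nearly all actives have a fitted effect of over 60% in size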
#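 Alpha7betagal+/- myoblasts (passage 13) were plated 16-24 hr, then exposed to compounds (1:260 dilution of DMSO stock) for 48 hours at 37C. After MPER lysis, β-galactosidase reporter activity was read as FDG fluorescence (ex 480/em 540) after 30 minutes.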
# Mito fusion act = inhibitors of mitochondrial division or activators of mitochondrial fusion; Potency, µM (series often up to 46.1 µM), without a hit: at the top dose growth rescue (activation), hits mostly activators; AID 485298; S. cerevisiae fusion-defective mutant growth rescue, CellTiterGlo 48 h; 320,000 compounds, 0.23% hits;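 further: potency means the concentration at half of the fitted maximal effect; % of control where 0% means no effect; nearly all actives have a fitted effect of over 45% in size; temperature-sensitive fusion mutants such as fzo1-1 at 37 °C on non-fermentable ethanol glycerol medium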
#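 Compounds are tested for their ability to restore growth of mitochondrial fusion-defective yeast strains at non-permissive 37C in YPEG medium over 48 hours. Viability is quantified by luciferase luminescence.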
# TCR activator = T cell receptor activation; primary human leukocytes, anti-CD3, IL-2 HTRF, 48 h; Potency, µM (series often up to 9.22 µM), for inactives: top-dose activation of IL-2 secretion, most hits filed as activators; 330,000 tested, under 10 active; further: % of control where 0% means no effect
#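 Human primary leukocytes + a-CD3 beads + cpd, 48 hr; IL-2 in supernatant by HTRF (ex 320nm / em 665nm). No co-stimulatory signal supplied.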
# TSHR antag = blocks TSH signaling through the human TSH receptor; activity change, negative = inhibition, % at 11.5 µM; P16473; 330,000 compounds, 0.2% hits; TSHR-expressing cells, TSH-stimulated cAMP HTRF, 2 h; active compounds read low;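 active means activity change below a set negative limit, meaning inhibition stronger than a set level, cut at about -70% in these data; inconclusive means activity change between two set negative limits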; further: on the % scale 0 is the no-effect control and ±100 the full control effect
# Target sequence (P16473 whole entry, looked up): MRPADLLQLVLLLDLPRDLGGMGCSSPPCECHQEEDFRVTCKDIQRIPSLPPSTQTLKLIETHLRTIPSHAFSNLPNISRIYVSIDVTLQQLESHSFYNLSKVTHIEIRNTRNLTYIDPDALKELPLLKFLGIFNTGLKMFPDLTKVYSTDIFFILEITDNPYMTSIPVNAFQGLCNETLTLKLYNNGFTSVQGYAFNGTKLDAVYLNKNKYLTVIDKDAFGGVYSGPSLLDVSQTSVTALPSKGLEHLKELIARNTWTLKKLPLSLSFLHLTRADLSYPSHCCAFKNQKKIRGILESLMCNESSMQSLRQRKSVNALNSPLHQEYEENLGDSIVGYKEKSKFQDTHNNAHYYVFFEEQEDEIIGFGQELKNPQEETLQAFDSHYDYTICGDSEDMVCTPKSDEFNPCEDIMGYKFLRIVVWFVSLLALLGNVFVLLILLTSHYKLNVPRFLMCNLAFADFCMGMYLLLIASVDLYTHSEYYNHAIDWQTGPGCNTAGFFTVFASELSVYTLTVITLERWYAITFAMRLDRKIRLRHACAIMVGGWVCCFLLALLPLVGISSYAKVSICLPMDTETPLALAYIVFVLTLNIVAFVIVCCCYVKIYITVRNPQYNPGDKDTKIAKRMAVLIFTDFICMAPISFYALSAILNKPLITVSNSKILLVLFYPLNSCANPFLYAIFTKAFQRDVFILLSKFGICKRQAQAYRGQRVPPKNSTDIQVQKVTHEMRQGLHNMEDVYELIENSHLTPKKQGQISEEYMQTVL
#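 Freshly harvested TSHR cells receive pin-tooled compound, then EC80 TSH at 4nM final. After 2 hours at 37 deg C, antibody in lysis buffer and cAMP-d2 are added; 30 minutes at ambient temperature precede the HTRF read.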
# MBNL1 CUG block = blocks human MBNL1 binding to CUG repeat RNA; Q9NR56; TR-FRET MBNL1-His/biotin-(CUG)12 binding, 665/545 ratio; Potency, µM (doses to about 57.5 µM), inactives show at the top dose activity change, negative = inhibition, usual class: inhibitors; 280,000 compounds, 0.036% hits; active means well fitted inhibition curve with a large enough effect in the signal ratio, with a control signal flat, not every such curve was filed as active; inconclusive means small, poorly fitted or top-dose-only effect, or effect the other way, or a change in a side signal; inactive means no such curve, though single readings can be large or run the other way; the % refers to the signal ratio; further: potency means the concentration at half of the fitted maximal effect; on the % scale 0 is the no-effect control and ±100 the full control effect
#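 Compounds (final 92 nM to 58 uM) are added to His-tagged MBNL1 and biotin-(CUG)12, then terbium anti-His antibody and streptavidin-XL665 (5 nM final). After 60 min at room temperature, the 665/545 nm ratio is read.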
# AT treatment = potential ataxia-telangiectasia treatment | […] A-T fibroblasts, KAP-1 phosphorylation AlphaLISA; neocarzinostatin DNA damage 30 min before lysis | Potency, µM (top dose mostly 57.5 µM), without a hit: at the highest dose activation, usual class: activators | 320,000 compounds, 0.19% hits | AID 485349; further: potency means the concentration at half of the fitted maximal effect; % of control where 0% means no effect; nearly all actives have a fitted effect of over 45% in size
#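 ATM-like activity read as KAP-1 phosphorylation via AlphaLISA donor/acceptor antibody pairs after lysis and 6 hr at 25C. Cells were ATM-null patient fibroblasts ([…], hTERT), dosed 60 min, then exposed to the DSB inducer NCS for 30 min.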
# The depositor's hits bear a star; ? = inconclusive; . = no result given; & = joins results of further samples; [ ] = another dose, or the depositor's remark. Unless noted, the call rests on the fitted dose curve; in most records, active means well fitted curve in the direction sought with a large enough effect; inconclusive means small, poorly fitted or top-dose-only effect, or another doubt; inactive means no such curve, though single readings can be large; an effect the other way counts as inactive or inconclusive. Only part of the results is shown (hit frequency here may not be typical).
SMILES,Menin MLL FP TR,CXXC DNA block,PTAP TSG101 blk,ASM inhibitor,Integrin act MD,Mito fusion act,TCR activator,TSHR antag,MBNL1 CUG block,AT treatment
COC(=O)c1ccc2c(=O)n(CC3CCCO3)c(SCC(=O)Nc3ccccc3OC)nc2c1 (stereo not drawn),-1%,2%,-3%,-13%,6%,4%,6%,5,8%,0%
CC(=O)Nc1ncnc2c1c(-c1ccc(Cl)cc1)nn2C(C)(C)C,-7%,1%,-6%,0%,20%,8%,-3%,-1,-7%,-2%
CN1CCN(C(=O)c2cc3nc(-c4ccc(F)cc4)cc(C(F)(F)F)n3n2)CC1,-6%,-1%,0%,19%,0%,5%,-2%,0,7%,8%
O=C(COc1ccccc1)Nc1cc(Cl)ccc1Cl,-9%,1%,-5%,-3%,34%,4%,0%,12,-4%,4%
CCC(=O)Nc1ccc(C(=O)Cn2nc(C(=O)O)c3ccccc3c2=O)cc1,8%,-2%,.,.,.,0%,.,-3,9%,-2%
O=C(c1cc(-c2cccs2)nc2ccccc12)N1CCN(CCO)CC1,.,.,-1%,.,15%,6%,-4%,-4,.,-3%
CC(=O)NS(=O)(=O)c1ccc(NC(=S)NC(=O)C(C)(C)C)cc1,8%,0%,-3%,5%,-7%,3%,-2%,16,1%,-3%
O=S(=O)(NCCc1ccccc1)c1ccc(Br)s1,.,17%,-12%,-2%,7%,8%,.,-5,-1%,3%
CCCCN1C(=O)C(=O)N(CC(=O)Nc2ccc(OC(F)(F)F)cc2)C1=O,.,.,-2%,-1%,-19%,.,1%,-1,.,2%
COc1cc(/C=C2/C(=N)N3N=C(CC(=O)N4CCOCC4)SC3=NC2=O)ccc1OCc1ccc(F)cc1,.,-15%,-7%,-14%,-1%,2%,1%,-11,5%,-8%
Cc1onc(C(=O)NCc2ccccn2)c1[N+](=O)[O-],1%,3%,-9%,6%,12%,2%,-1%,3,.,3%
O=C1OCCC1Sc1nnnn1-c1ccccc1 (stereo not drawn),-1%,-7%,2%,1%,-7%,-2%,5%,-6,-1%,-5%
CC1CC(C)CN(C(=O)COC(=O)c2cccc(S(=O)(=O)N(C)c3ccccc3)c2)C1 (stereo not drawn),.,.,-2%,-1%,-9%,8%,-3%,-10,.,0%
Cc1cnn(-c2cc(N/N=C/c3ccccc3)ncn2)c1,17%,26%,-2%,-2%,-24%,1%,-5%,52,-3%,1%
COc1ccccc1CCNC(=O)c1cc(-c2ccccn2)nc2ccc(Br)cc12,-2%,-19%,.,.,.,-5%,.,9,58%[activator],3%
CC(C)CCNC(=O)c1cc(-c2cccs2)nc2ccccc12,1%,-19%,-4%,89%[activator],2%,-8%,4%,-32,8%,?
COc1cc2c(cc1OC)CN(C1CCCN(Cc3cccc(C(C)=O)c3)C1)CC2 (stereo not drawn),.,.,-3%,77%[activator],37%,.,2%,.,.,.
COc1ccccc1NC(=O)N1CCCC1C(=O)Nc1ccc(NC(C)=O)cc1 (stereo not drawn),12%,-3%,-1%,1%,-2%,3%,.,20,10%,1%
CCCCSc1nc2c([nH]1)c(=O)n(C)c(=S)n2C,.,.,-3%,-2%,12%,.,3%,.,.,.
CN(C(=O)c1cccc(NC(=O)Cc2ccc(NC(=O)C3CCN(C(=O)c4ccccc4)CC3)cc2)c1)C1CCCC1,.,.,-9%,-10%,0%,.,-3%,.,.,.
FC(F)(F)c1cccc(NC(=S)NCc2ccccn2)c1,21%,18%,0%,1%,-13%,-10%,6%[46.1 µM],-10,-7%,4%
CN1C(=O)c2c(sc3c2CCCC3)NC1c1ccccc1O (stereo not drawn),8%,7%,.,.,.,4%,.,-1,-1%,1%
Cc1ccc(C2=NS(=O)(=O)N(C)C(C(=O)NC3CCCCC3)=C2)cc1,1%,.,-1%,1%,-14%,6%,0%,5,?,1%
O=C(c1cc(-c2ccncc2)nc2ccccc12)N1CCN(Cc2ccccc2)CC1,.,.,-2%,-1%,-14%,.,-2%,-7,.,-12%
O=C(O)c1ccccc1C(=O)N1CCN(c2ncccn2)CC1,7%,-9%,-6%,1%,12%,-2%,1%,7,-3%,4%
COc1nc(N(C)C)nc(-n2nnc(C(C)=O)c2C)n1,17%,-11%,-4%,0%,-21%,-2%,-5%,1,-4%,-4%
CC(C)CCNC(=O)NC(=O)CSc1nnc(COc2ccccc2Cl)o1,-10%,-7%,-5%,-3%,9%,7%,1%,0,2%,-1%
C#CCOCCOCCOCCNc1nc(N2CCOCC2)nc(N2CCN(C(=O)[C@H]([C@@H](C)CC)n3cc(CCCN=C(N)N)nn3)CC2)n1,-11%,14%,-9%,3%,-10%,-3%,0%,4,-20%,-9%
O=S(=O)(c1ccc(NC(=S)NCc2ccc(F)cc2)cc1)N1CCOCC1,.,4%,-2%,-3%,?,0%,3%,-8,0%,1%
O=C(CSc1ncnc2ccccc12)Nc1ccc(N2CCOCC2)cc1,7%,-6%,.,.,.,0%,.,2,3%,9%
O=C1c2ccc(Oc3cccc([N+](=O)[O-])c3)cc2C(=O)N1c1ccccn1,-12%,-2%,-4%,0%,0%,-2%,3%,30,?,7%
Cc1cc2ccccn2c1C(=O)c1ccc([N+](=O)[O-])o1,16%,12%,-1%,-11%,-64%[inhibitor],-39%[inhibitor],1%,10,?,-6%
Cc1cc(NC(=O)c2ccccc2F)n(C(C)(C)C)n1,.,-2%,-3%,8%,4%,0%,-6%,6,13%,3%
CN(Cc1ccco1)Cc1ccc(O)c2ncccc12,.,.,-4%,2%,.,-5%,-1%,-3&-4,.,-2%&-4%
Cc1ccc(C(C)C)c(OCC(O)CN2CCN(CCO)CC2)c1 (stereo not drawn),14%,9%,-9%,-2%,12%,-1%,-9%[46.1 µM],1,?,-1%
CNC(=O)CSc1nc2nn(-c3ccccc3)c(=O)c-2c2n1CCCCC2,1%,-2%,-7%,2%,?,4%,5%,-5,11%,-5%
O=C(OCCN1C(=O)c2ccccc2C1=O)c1cc(S(=O)(=O)N2CCOCC2)ccc1F,14%,-9%,-13%,4%,-6%,7%,0%,.,17%,.
Cn1c(SCC#N)nc2ccccc2c1=O,.,-13%,2%,0%,17%,0%,1%,3,-11%,23%
COc1ccc(/C=C2\SC(=O)N(CC(=O)Nc3ccccc3O)C2=O)cc1OC,-27%,-1%,1%,13%,?,2%,12%,-5,21%,0%
COc1cc(C(=S)N(C)C)ccc1O,?,15%,0%,-3%,-17%,-5%,-1%,8,0%,-14%
Cc1cc2oc(C(=O)NCCc3ccc(S(N)(=O)=O)cc3)cc(=O)c2cc1C,?,26%,1%,0%,-10%,9%,-2%,-9,-2%,18%
O=C(CC1CCCCC1)N1CCCC(c2nc(-c3ccc(S(=O)(=O)N4CCCC4)cc3)no2)C1 (stereo not drawn),1%,5%,-2%,-10%,-39%,12%,0%,-31,2%,.
CCOC(=O)C1CCN(C(=O)CCN2C(=O)C3C4C=CC(C4)C3C2=O)CC1 (stereo not drawn),-15%,-4%,-7%,1%,6%,-2%,2%,-2,-2%,0%
O=C(CN1C(=O)COc2ccccc21)NCCN1CCC(Cc2ccccc2)CC1,-9%,14%,-5%,3%,-43%,-1%,-8%,-3,-6%,.
COc1ccc(-c2cc(C(F)F)n3ncc(C(=O)N4CCc5ccccc5C4)c3n2)cc1,-5%,0%,-1%,430%[activator],-28%,-6%,0%,10,-6%,1%
O=C(CCN1c2ccccc2Sc2ccccc21)Oc1ccccc1,26%,5%,-2%,-4%,20%,2%,-1%[46.1 µM],74,20%,-13%
O=C(Nc1ccc(Oc2cccc(C(F)(F)F)c2)nc1)c1ccccc1,.,-20%,-1%,-6%,-12%,3%,-23%,-13,.,1%
Oc1ccc(-c2nnc(SCc3ccccc3)o2)cc1,0%,28%,-1%,-3%,7%,4%,-3%,10,5%,13%
CCOc1ccc(-n2nnnc2SCC(=O)Nc2cccc(O)c2)cc1,0%,-11%,-5%,-7%,9%,-2%,6%,-17,3%,0%
O=C(/C=C/c1ccccc1)NC(N1CCOCC1)C(Cl)(Cl)Cl (stereo not drawn),8%,-1%,-4%,5%,-3%,1%,3%,-10,-4%,9%
CCOC(=O)Cc1csc(NC(=O)CSc2nc(N)c3c(C)c(C)sc3n2)n1,17%,24%,-5%,-12%,-23%,1%,-3%,-18,-2%,4%
